RXFP1 antag – qHTS Assay for Antagonists of the Relaxin Receptor RXFP1 | Relaxin receptor 1 (Homo sapiens), Q9HBX9 | HEK293-RXFP1, relaxin-stimulated cAMP HTRF, 30 min; stronger effect = lower value | activity change, negative = inhibition, % at 57.5 µM | hit rate 0.59% among 350,000;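 active means activity change of -60% or lower, but not beyond a set lower limit; inconclusive means change between -60% and -40%, or beyond the set limit; inactive means change above -40%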
Target sequence (Q9HBX9 whole entry, looked up): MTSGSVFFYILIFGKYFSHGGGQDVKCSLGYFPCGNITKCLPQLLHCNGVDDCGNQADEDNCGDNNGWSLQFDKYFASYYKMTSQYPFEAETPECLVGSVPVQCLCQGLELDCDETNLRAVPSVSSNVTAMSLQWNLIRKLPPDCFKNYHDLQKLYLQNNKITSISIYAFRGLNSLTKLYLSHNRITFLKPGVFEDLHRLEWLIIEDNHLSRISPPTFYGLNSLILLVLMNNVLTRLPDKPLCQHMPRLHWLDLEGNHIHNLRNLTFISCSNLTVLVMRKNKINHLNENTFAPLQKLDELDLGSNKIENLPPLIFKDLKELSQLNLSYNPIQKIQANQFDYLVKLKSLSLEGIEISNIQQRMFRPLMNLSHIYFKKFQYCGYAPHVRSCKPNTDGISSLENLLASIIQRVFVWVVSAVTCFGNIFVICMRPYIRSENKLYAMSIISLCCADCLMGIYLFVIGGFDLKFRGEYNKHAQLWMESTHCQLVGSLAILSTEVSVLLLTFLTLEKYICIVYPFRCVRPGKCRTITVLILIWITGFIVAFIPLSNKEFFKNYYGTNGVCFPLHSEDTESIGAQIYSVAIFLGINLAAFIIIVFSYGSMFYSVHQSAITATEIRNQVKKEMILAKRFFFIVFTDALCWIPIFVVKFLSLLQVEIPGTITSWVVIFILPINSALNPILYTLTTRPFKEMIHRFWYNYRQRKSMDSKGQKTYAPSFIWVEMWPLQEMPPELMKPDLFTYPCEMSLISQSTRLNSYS
Active calls of the source: *. On the % scale 0 is the no-effect control and ±100 the full control effect. This is a subset (hit frequency here may not be typical).

The first 4 compounds, to show the layout:
Results for Cc1ccc(-c2csc(/C=C3/SC(C)C(=O)N3CC(=O)Nc3ccccc3F)n2)cc1 (configuration not stated) ?
RXFP1 antag: -83.7*

What do the screens show for `Cc1ccc(OC(C)C(=O)Nc2ccc(Cl)cn2)c([N+](=O)[O-])n1` (configuration not stated)?
RXFP1 antag: -8.3

What do the screens show for `COC(=O)[C@H]1C[C@H](OC(=O)NCc2ccccc2F)[C@@]2(O)CN(S(=O)(=O)c3ccc(C)cc3)CC2[C@H]1C(=O)OC` (some centres not stated)?
RXFP1 antag: -0.1

What do the screens show for `CCOC1=CC(=O)OC(c2ccccc2)C1` (configuration not stated)?
RXFP1 antag: -13.2

The listing, from the start:
Results for Cc1ccc(-c2csc(/C=C3/SC(C)C(=O)N3CC(=O)Nc3ccccc3F)n2)cc1 (configuration not stated) ?
RXFP1 antag: -83.7*

What do the screens show for `Cc1ccc(OC(C)C(=O)Nc2ccc(Cl)cn2)c([N+](=O)[O-])n1` (configuration not stated)?
RXFP1 antag: -8.3

What do the screens show for `COC(=O)[C@H]1C[C@H](OC(=O)NCc2ccccc2F)[C@@]2(O)CN(S(=O)(=O)c3ccc(C)cc3)CC2[C@H]1C(=O)OC` (some centres not stated)?
RXFP1 antag: -0.1

What do the screens show for `CCOC1=CC(=O)OC(c2ccccc2)C1` (configuration not stated)?
RXFP1 antag: -13.2

What do the screens show for `COc1ccc(S(=O)(=O)Nc2cccc(S(=O)(=O)N3CCCCC3)c2)cc1`?
RXFP1 antag: -2.6

How did CC(=NNC(=O)c1ccncc1)c1ccc(Cl)c(Cl)c1 do in these assays?
RXFP1 antag: 4.1

How did Cc1cc(C)c(Nc2n[nH]c(=S)s2)cc1C do in these assays?
RXFP1 antag: 7.6

What do the screens show for `O=[N+]([O-])c1cccc(CON=Cc2cc(Cl)ccc2O)c1`?
RXFP1 antag: -1.2

What do the screens show for `CCCC1(c2ccccc2)NC(=O)N(CC(=O)Nc2ccc3c(c2)OCCO3)C1=O` (configuration not stated)?
RXFP1 antag: 5.9

What do the screens show for `Cc1ccc(C(=O)NCC(=O)N2CCCN(C)CC2)cc1C`?
RXFP1 antag: -7.0

What do the screens show for `c1ccc2c(c1)ccn2CCCN1CCCCC1`?
RXFP1 antag: -6.3

What do the screens show for `Cc1cc(NC(=O)Nc2cccc(Cl)c2)no1`?
RXFP1 antag: 3.4

How did COCCN(C(=O)CSc1nnc(-c2cccc(Cl)c2)n1N)c1c(N)n(CC(C)C)c(=O)[nH]c1=O do in these assays?
RXFP1 antag: -0.4

How did CN(Cc1ccccc1F)C(=O)c1ccc(NC(=O)CC2SC(N3CCCCC3)=NC2=O)cc1 (configuration not stated) do in these assays?
RXFP1 antag: -9.7

What do the screens show for `CCCCC(=O)OCC(=O)[C@H]1[C@H](C)C[C@H]2[C@@H]3C[C@H](F)C4=CC(=O)C=C[C@]4(C)[C@@]3(F)[C@@H](O)C[C@@]21C`?
RXFP1 antag: inconclusive

Results for CN1CCN(S(=O)(=O)c2ccccc2)C(c2ccccc2)C1 (configuration not stated) ?
RXFP1 antag: -4.2

How did COc1ccc(/C(C)=N/Nc2nc(C)cc(-c3ccccc3)n2)cc1 do in these assays?
RXFP1 antag: -17.4

Results for COC(=O)c1ccc(C(=O)OC)c(NC(=O)C2CC(=O)N(C3CCCC3)C2)c1 (configuration not stated) ?
RXFP1 antag: -5.8

Results for CN(Cc1ccc(Cl)cc1Cl)C(=O)C1CC(=O)N(Cc2ccco2)C1 (configuration not stated) ?
RXFP1 antag: 5.4

What do the screens show for `CC(C)CC#Cc1ccc2c(c1)O[C@H](CN(C)C(=O)Cc1ccncc1)[C@H](C)CN([C@H](C)CO)S2(=O)=O`?
RXFP1 antag: 21.4

Results for Brc1ccccc1CN1CCN(Cc2c[nH]c3ccccc23)CC1 ?
RXFP1 antag: -21.2

What do the screens show for `CCOc1ccccc1N1CC(C(=O)N(CC)C2CCS(=O)(=O)C2)CC1=O` (configuration not stated)?
RXFP1 antag: 0.0

What do the screens show for `Cc1c2c(cc3c1[nH]c1ccccc13)C=NCC2`?
RXFP1 antag: -21.8

Results for O=C(COC(=O)c1ccc(Br)o1)NCC1CCCCC1 ?
RXFP1 antag: -9.4

Results for [O-]C(=C(C(=S)Nc1cccc2ccccc12)[n+]1ccccc1)c1ccc2c(c1)OCCO2 ?
RXFP1 antag: 16.7

Results for O=C(COC(=O)CC1CC2CCC1C2)Nc1ccccc1Cl (configuration not stated) ?
RXFP1 antag: -4.7

What do the screens show for `COc1ccc(-c2ccc3[nH]c4c(c3c2)CCN2C[C@@H]([C@H](C)OC(=O)Nc3cc(Cl)cc(Cl)c3)[C@@H](N(C)C(=O)Nc3cc(Cl)cc(Cl)c3)C[C@@H]42)cc1`?
RXFP1 antag: -18.5

What do the screens show for `O=C(O)C1C2CCC1C(O)C2` (configuration not stated)?
RXFP1 antag: 11.2

How did Cc1ccc(S(=O)(=O)CCOC(=O)CNC(=O)OCc2ccccc2)cc1 do in these assays?
RXFP1 antag: 2.2

Results for ClCCn1c(CCl)nc2ccc(Cl)cc21 ?
RXFP1 antag: -5.3

How did Cc1cn(C2CCCCO2)c(=O)[nH]c1=O (configuration not stated) do in these assays?
RXFP1 antag: -2.0

How did CCc1nc2sc(C#N)c(N)c2c2c1CCCC2 do in these assays?
RXFP1 antag: -12.2

What do the screens show for `COc1ccc(NC(=O)C2=NN(C3CCS(=O)(=O)C3)C(=O)CC2)cc1S(N)(=O)=O` (configuration not stated)?
RXFP1 antag: -15.3

Results for Cc1ccc(NC(=O)c2n[nH]c(=O)c3ccccc23)cc1S(=O)(=O)N1CCOCC1 ?
RXFP1 antag: -14.8

How did c1ccc2c(c1)-c1cccc3cncc-2c13 do in these assays?
RXFP1 antag: -4.1

What do the screens show for `Cn1c(=O)c2c(nc(OC3CCCCCC3)n2C)n(C)c1=O`?
RXFP1 antag: -12.2

Results for CCCCCCN1C[C@@H](n2cc(C3CC3)nn2)[C@H](O)C[C@@H]1c1ccc(OC)cc1 ?
RXFP1 antag: 12.7

What do the screens show for `CN(C)C(=S)Oc1ccccc1C1(C)OCCO1`?
RXFP1 antag: -2.6

How did CC(=O)Oc1ccc(OC(C)=O)c2c1C1C=CC2CC1 do in these assays?
RXFP1 antag: 1.9

How did CN1CCC(N(C)C(=O)c2ccc(Cl)c(S(=O)(=O)Nc3ccc(Cl)cc3)c2)CC1 do in these assays?
RXFP1 antag: -11.1

How did CCN1CCN(c2ccc(S(=O)(=O)N3CCOCC3)cc2NC(=O)c2cc(F)c(F)c(F)c2F)CC1 do in these assays?
RXFP1 antag: 0.2

What do the screens show for `O=c1[nH]cnc2c1ncn2-c1ccc(Cl)cc1`?
RXFP1 antag: -4.6

Results for Cc1sc(N=Nc2ccc(N(C)C)cc2)[n+]([O-])c1C ?
RXFP1 antag: -15.8

How did O=C(NCCc1ccc(Cl)cc1)c1cccc(S(=O)(=O)N2CCCC2)c1 do in these assays?
RXFP1 antag: -2.6

What do the screens show for `Cc1cccc(NC(=O)c2ncn3c2C(=O)N(C)CC3)c1`?
RXFP1 antag: 7.4

How did CCN(C(=O)COC(=O)/C=C/c1ccc(OC)c(OC)c1)c1c(N)n(Cc2ccccc2)c(=O)[nH]c1=O do in these assays?
RXFP1 antag: -19.6

How did O=C(COC(=O)C1CCCC1)Nc1cccc(Cl)c1Cl do in these assays?
RXFP1 antag: -74.4*

Results for CC(OC(=O)Cn1ccccc1=O)C(=O)Nc1cc(Cl)cc(Cl)c1 (configuration not stated) ?
RXFP1 antag: 3.6

What do the screens show for `CC(C)(C)OC(=O)NCCc1onc(-c2ccc([N+](=O)[O-])cc2)c1C(=O)O`?
RXFP1 antag: 5.0

What do the screens show for `CCN(CC)Cc1nc2nc(Cl)c(Cl)nc2[nH]1`?
RXFP1 antag: 4.7

What do the screens show for `CC(NC(=O)c1ccco1)C(=O)OCc1cccc(C(F)(F)F)c1` (configuration not stated)?
RXFP1 antag: 4.0

Results for O=C(COC(=O)CSc1ccc(F)cc1)NC1CC1 ?
RXFP1 antag: -5.8

How did CC1CCCC(C)N1C(=O)COC(=O)COc1ccc(C#N)cc1 (configuration not stated) do in these assays?
RXFP1 antag: 0.7

Results for Cc1ccccc1NS(=O)(=O)c1ccc(C(=O)NCC2(N3CCOCC3)CCCCC2)cc1 ?
RXFP1 antag: 10.7

Results for CCCC(=O)Nc1cc(-c2nnc(OC)c3ccccc23)ccc1N1CCOCC1 ?
RXFP1 antag: -5.4

What do the screens show for `COc1cc(C(=O)NCC(=O)NNC(=O)CN(C)S(=O)(=O)c2ccc(Cl)cc2)cc(OC)c1OC`?
RXFP1 antag: -10.9

How did O=C(NC1(C(=O)O)CCCC1)C(Cl)Cl do in these assays?
RXFP1 antag: 4.0

How did Cc1ccccc1C(=O)Nc1ccc(C(=O)N2CCCC(N(C)C)c3ccccc32)cc1 (configuration not stated) do in these assays?
RXFP1 antag: 1.0

What do the screens show for `O=C(/C=C/c1ccccc1)OCc1ccccc1`?
RXFP1 antag: -15.7

How did CC(C)NC(=O)N(C)C[C@H]1OCc2cnnn2CCCC(=O)N([C@@H](C)CO)C[C@H]1C do in these assays?
RXFP1 antag: 1.9

What do the screens show for `Cc1nn(CC(=O)OCC(=O)NCCc2ccc(F)cc2)c(C)c1[N+](=O)[O-]`?
RXFP1 antag: -13.3

Results for O=C(OCc1ccccc1)N1CCC2CC1c1ccc(N3CCNCC3)cc12 (configuration not stated) ?
RXFP1 antag: -7.4

What do the screens show for `Cn1c(COc2ccc(Cl)cc2)nnc1SCC(=O)NC1CCCCC1`?
RXFP1 antag: -5.1

What do the screens show for `CC1=CC2=C(C=O)C(=O)C(C)(O)C(O)C2=CO1` (configuration not stated)?
RXFP1 antag: 11.4

What do the screens show for `Cc1cccc(C(=O)NCC(=O)OCC(=O)c2ccc(Br)s2)c1`?
RXFP1 antag: -8.2

How did O=S(=O)(NC1=NCCCCC1)c1ccc(F)cc1F do in these assays?
RXFP1 antag: 0.6

Results for CCOc1cc(C(=O)N/N=C/c2cn(-c3ccccc3)nc2-c2cc3ccccc3o2)cc(OCC)c1OCC ?
RXFP1 antag: 3.6

Results for Cc1cc(NC(=O)C(C)SCC(=O)N(C)Cc2c(F)cccc2Cl)no1 (configuration not stated) ?
RXFP1 antag: 16.8

Results for COc1ccc(CN(C)CCCn2ccc(N)nc2=O)cc1OC ?
RXFP1 antag: -1.2

How did CC(NC(=O)COc1ccccc1)C(=O)NCc1ccc(S(N)(=O)=O)cc1 (configuration not stated) do in these assays?
RXFP1 antag: -10.4

Results for O=C1C(=Cc2cccs2)Oc2ccccc21 ?
RXFP1 antag: -4.0

How did CCC(=O)Nc1ccc(O)cc1 do in these assays?
RXFP1 antag: 1.8

What do the screens show for `Cc1cc(NC2=CC(=O)C(=O)c3ccccc32)no1`?
RXFP1 antag: 3.9

Results for C(=C1c2ccccc2-c2ccccc21)c1ccccn1 ?
RXFP1 antag: -7.7

Results for CC(C)Cn1cc(C(=O)NCCCN2CCC(C)CC2)c2c3ccccc3n(C)c2c1=O ?
RXFP1 antag: -16.6

An excerpt from above in order of SMILES length, rising.
How did CCC(=O)Nc1ccc(O)cc1 do in these assays?
RXFP1 antag: 1.8

How did O=S(=O)(NC1=NCCCCC1)c1ccc(F)cc1F do in these assays?
RXFP1 antag: 0.6

Results for COc1ccc(CN(C)CCCn2ccc(N)nc2=O)cc1OC ?
RXFP1 antag: -1.2

What do the screens show for `Cn1c(COc2ccc(Cl)cc2)nnc1SCC(=O)NC1CCCCC1`?
RXFP1 antag: -5.1

Results for CC(C)Cn1cc(C(=O)NCCCN2CCC(C)CC2)c2c3ccccc3n(C)c2c1=O ?
RXFP1 antag: -16.6

Results for CCOc1cc(C(=O)N/N=C/c2cn(-c3ccccc3)nc2-c2cc3ccccc3o2)cc(OCC)c1OCC ?
RXFP1 antag: 3.6

Carrying on.
What do the screens show for `Clc1ccc(C2Nc3cccc4cccc(c34)N2)c(Cl)c1`?
RXFP1 antag: -15.0

Results for Cc1ccccc1C(=O)NCC(=O)N1CCN(C/C=C/c2ccccc2)CC1 ?
RXFP1 antag: -3.4

How did Cc1ccc(NC(=O)C(C)N2CCCc3ccccc32)cc1S(=O)(=O)N1CCOCC1 (configuration not stated) do in these assays?
RXFP1 antag: 3.5

What do the screens show for `Cc1ccc(S(=O)(=O)N2C[C@H]3n4c(=O)ccc(=O)n4C[C@H](OC(=O)NCc4ccco4)[C@@]3(O)C2)cc1`?
RXFP1 antag: 2.1

Results for COc1ccc(COC(=O)CNC(=O)C2CCCCC2)cc1F ?
RXFP1 antag: -11.6

How did CCN(CC(=O)Nc1c(F)cccc1F)C(=O)CCCOc1ccccc1 do in these assays?
RXFP1 antag: -7.6

What do the screens show for `CCOC(=O)c1ccc(NC(=S)P(=O)(c2ccccc2)c2ccccc2)cc1`?
RXFP1 antag: -2.9

Results for COc1ccccc1N1CCN(C(=O)c2ccc(Br)o2)CC1 ?
RXFP1 antag: 5.8

How did CC(=O)Nc1ccc(S(=O)(=O)N2c3ccc(F)cc3CCC2C)cc1 (configuration not stated) do in these assays?
RXFP1 antag: 2.2

Results for O=C(Nc1ccc(C(=O)O)cc1)/C(=C\c1ccc([N+](=O)[O-])cc1)NC(=O)c1ccco1 ?
RXFP1 antag: 6.1

How did CCOC(=O)C1CCCN(C(=O)C2CCN(S(=O)(=O)c3ccc(Cl)c(C(F)(F)F)c3)CC2)C1 (configuration not stated) do in these assays?
RXFP1 antag: -4.7

What do the screens show for `O=C(OC1CO[C@H]2O[C@@H]1[C@H](OC(=O)c1ccccc1)[C@H]2OC(=O)c1ccccc1)c1ccccc1` (some centres not stated)?
RXFP1 antag: -12.2

Results for NS(=O)(=O)c1ccc(CCNC(=O)COC(=O)/C=C/c2cc(Br)ccc2F)cc1 ?
RXFP1 antag: inconclusive

Results for Cc1ccccc1NC(=O)c1cc(S(=O)(=O)N2CCCCC2)ccc1N1CCOCC1 ?
RXFP1 antag: -1.4

How did Cc1oc(-c2ccccc2)nc1CCC(=O)c1ccc(CC2SC(=O)NC2=O)cc1 (configuration not stated) do in these assays?
RXFP1 antag: -36.8

Results for Cc1cc(C(=O)NNC(=O)[C@H](C)NC(=O)c2ccc(Br)cc2)c(C)o1 ?
RXFP1 antag: 1.4

What do the screens show for `COc1cccc(NC(=O)CN(C)CC(=O)NCc2ccc(F)cc2)c1`?
RXFP1 antag: 16.0

High-throughput results as filed in PubChem.
